# Bioassay records as filed in PubChem.
# CASP6 VEID inh – human caspase-6 inhibitors, primary screen, biochemical, VEID-R110 fluorescence, single point, set 2. 350,000 compounds, 0.53% hits. inhibition, % at 12.5 µM. purified caspase-6, Z-VEID-R110 cleavage fluorescence. P55212;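 active means mean inhibition across replicates at least about 35%, with every replicate also reaching that limit, limit read from the data; inconclusive means only one of the two criteria met; inactive means neither criterion met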;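 further: 0% = median of neutral control wells and 100% = no fluorescence left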
# Target sequence (P55212 24-179 limits assumed): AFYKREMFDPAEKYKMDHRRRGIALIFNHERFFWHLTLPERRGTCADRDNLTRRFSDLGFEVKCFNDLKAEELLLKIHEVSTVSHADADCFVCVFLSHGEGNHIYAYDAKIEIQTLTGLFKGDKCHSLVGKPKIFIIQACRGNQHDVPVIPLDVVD
# Target sequence (P55212 194-293 limits assumed): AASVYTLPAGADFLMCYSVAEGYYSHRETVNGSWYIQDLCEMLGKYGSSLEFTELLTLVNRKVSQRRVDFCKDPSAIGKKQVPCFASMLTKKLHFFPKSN
# DENV2 CPE rescue – inhibitors of DENV2 cytopathic effect, primary screen, cell-based, plate reader, single concentration | DENV2-infected cells, cytopathic effect rescue | CPE inhibition, % at 9.99 µM | 350,000 compounds, 1.7% hits | AID 651640, 2012; in the data active means CPE inhibition above about 20%, passing the limit was not always enough; inconclusive means no clear call, values can overlap the other calls; tested in BHK-21 cells;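 further: 0% = median of neutral control wells and 100% = median of positive control wells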
# ARNT TACC3 PPI – disruptors of ARNT/TACC3 protein interaction, primary screen, biochemical, AlphaScreen, single concentration; Transforming acidic coiled-coil-containing protein 3 (Homo sapiens), Q9Y6A5; AlphaScreen His-ARNT PAS-B/GST-TACC3 binding, luminescence; TACC3 fragment carries E629A point mutation; inhibition, % at 9.99 µM; 390,000 compounds, 0.66% hits; AID 623870, 2012;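 active means mean inhibition of replicates at least 50% and at least half of replicates each reaching 50%; inconclusive means half or more replicates reach 50% but mean below 50%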;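 further: 0% = complete ARNT plus TACC3 wells and 100% = ARNT alone without TACC3; many hits fall short of the cut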
# PAX8 reporter – inhibitors of PAX8-driven TPO luciferase reporter, primary screen, RMG-I cells, single concentration. SteadyGlo, 24 h. inhibition, % at 12.6 µM. 360,000 compounds, 1.2% hits. AID 652154, 2013;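 active means mean replicate inhibition at least 60% with every replicate also reaching 60%; inconclusive means only one of the two criteria is met; inactive means mean below 60% and not all replicates reaching 60%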;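 further: luciferase light reporting Pax8 driven TPO promoter activity; plate controls were median of neutral control wells for no effect and mitoxantrone controls for full effect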
# EWS-Fli inh – EWS/Fli-driven NR0B1 reporter inhibitors, primary screen, A673 cells, NR0B1 luciferase, luminescence, MLPCN library. viability-normalised. inhibition, % at 12.6 µM. 350,000 compounds, 0.67% hits. AID 651661, 2012;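 active means mean inhibition of at least 50% after viability correction, with every replicate also passing that limit; inconclusive means mean reaches 50% but only one of two replicates passes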;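 further: firefly luciferase signal divided by Alamar Blue viability fluorescence both relative to DMSO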
# LGR2 antag – inhibitors of bursicon-induced LGR2 CRE-luciferase signal, primary screen, cell-based, HEK293, CRE-luciferase reporter, bursicon stimulation; bursicon-stimulated, 4 h; inhibition, % at 9.99 µM; 380,000 compounds, 0.35% hits;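 active means drop in luminescence signal, shown as inhibition above about 50% in the replicate tests, limit read from the data, passing the limit was not always enough; inconclusive means probably only some replicates passing the limit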;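 further: agonist challenge used bursicon conditioned medium at about half maximal strength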
# SIRT5 inh – SIRT5 desuccinylase inhibitors, primary screen, biochemical, fluorescence imaging, single point, set 5. inhibition, % at 15 µM. Purified SirT5, succinyl-peptide AMC, trypsin-coupled fluorescence. 330,000 compounds, 1.1% hits. AID 652115, 2013; in the data active means inhibition above about 15%; inconclusive means no clear call, values can overlap the other calls
# Target sequence (Q9NXA8 whole entry, looked up): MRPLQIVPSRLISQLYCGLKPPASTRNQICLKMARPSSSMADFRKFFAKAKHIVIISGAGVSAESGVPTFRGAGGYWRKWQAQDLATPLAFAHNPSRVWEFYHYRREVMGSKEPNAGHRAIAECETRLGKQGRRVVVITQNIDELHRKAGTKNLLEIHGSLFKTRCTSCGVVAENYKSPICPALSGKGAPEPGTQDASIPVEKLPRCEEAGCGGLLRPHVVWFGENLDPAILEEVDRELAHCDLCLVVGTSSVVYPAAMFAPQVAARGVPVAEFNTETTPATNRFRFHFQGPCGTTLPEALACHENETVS
# * marks the source's active call; other numbers are inactive results; ? = inconclusive; . = not tested or not shown; & = joins results of further samples. Compounds were not picked by outcome (roughly 4.9% active in at least one column).
item	smiles	CASP6 VEID inh	DENV2 CPE rescue	ARNT TACC3 PPI	PAX8 reporter	EWS-Fli inh	LGR2 antag	SIRT5 inh
1	CN(C(=O)c1ccccc1Cl)c1ccccc1C(=O)NCc1ccccc1	2	-1	0	4	3	-7	-3
2	COc1ccc(NC(=O)N(C)C[C@@H]2OCCCC[C@H](C)Oc3ccc(NS(=O)(=O)c4ccc(C)cc4)cc3C(=O)N([C@H](C)CO)C[C@H]2C)cc1	-2	-7	2	16	11	1	6
3	O=C(C[C@@H]1CC[C@H]2[C@@H](COC[C@H](O)CN2CC2CCOCC2)O1)NCc1ccc(Cl)cc1	-3	2	-5	1	-6	-5	2
4	C[C@@H]1CCCCO[C@H](CN(C)Cc2ccc(C(=O)O)cc2)[C@H](C)CN([C@H](C)CO)C(=O)c2cc(NC(=O)Nc3ccccc3)ccc2O1	-2	4	-9	-7	-12	-16	1
5	N#C[C@H]1[C@@H](c2ccc(C#CC3(O)CCCC3)cc2)[C@H](CO)N1C(=O)C1CCC1	4	-10	7	-3	-3	7	0
6	CN1C[C@H](O)COC[C@@H]2O[C@H](CC(=O)NC3CCC3)CC[C@H]21	1	11	-12	-24	6	10	1
7	O=C(c1cccnc1)N(Cc1ccccc1)C(=O)c1cccnc1	0	?	-1	-1	-2	-9	-9
8	C/C=C/c1ccc([C@H]2[C@@H](CO)N(C(=O)CC3CC3)[C@H]2CNC(C)C)cc1	.	-7	.	.	-4	-2	0
9	O=C(COc1ccccc1)Nc1nnc(S(=O)(=O)N2CCCC2)s1	7	10	-4	-1	3	2	-4
10	C[C@@H]1CN([C@@H](C)CO)C(=O)c2cc(C3=CCCC3)cnc2O[C@@H]1CN(C)C(=O)c1ccncc1	-1	12	4	.	-3	0	0
11	COc1ccc(C(=O)NC(=S)Nc2nc(C)cc(C)n2)cc1Br	12	2	.	-32	-20	-77	-1
12	O=C(CC1CC1)N1CC(=O)N2[C@H](CO)[C@H](c3ccc(C#Cc4cccc(F)c4)cc3)[C@H]2C1	3	4	.	.	-7	-3	-5
13	Cc1ccc(S(=O)(=O)/N=C(\Nc2cccc(C)c2)Nc2nc(C)cc(C)n2)cc1	3	5	-4	-4	-2	4	4
14	Cc1cc(F)cc(-c2cc(C(=O)NCc3cccc(Cl)c3)[nH]n2)c1	3	-16	.	-14	7	-9	5
15	CN(CC(=O)Nc1ccc(F)cc1)C(=O)COc1ncnc2ccccc12	-1	-6	1	5	1	0	-1
16	CC1(c2ccc3c(c2)OCO3)NC(=O)N(CC(=O)Nc2ccccc2[N+](=O)[O-])C1=O (stereo not given)	-2	3	-3	14	13	-1	0
17	O=C(C[C@@H]1CC[C@@H]2NC[C@H](O)COC[C@H]2O1)Nc1ccccc1	-1	-4	6	-19	-1	-5	3
18	O=C(Nc1ccc2c(c1)OCCO2)c1cccc(Br)c1	4	14	14	-190	-76	-36	2
19	COc1ccc(/C=C(\C)C(=O)c2c(C)cc(C)[nH]c2=O)cc1	4	0	-2	17	6	9	6
20	CCCC#Cc1cnc2c(c1)C(=O)N([C@H](C)CO)C[C@H](C)[C@H](CN(C)C(=O)Nc1cccc(F)c1)O2	-1	1	6	12	-4	1	-1
21	S=C1NC(c2ccccc2)=NCN1c1ccc(Br)cc1	4	1	-3	.	-29	-9	0
22	C[C@H]1CCCCO[C@H](CN(C)C(=O)C2CCCCC2)[C@@H](C)CN([C@@H](C)CO)C(=O)c2cc(NC(=O)Cc3ccccc3)ccc2O1	-3	19	-1	4	-4	4	1
23	CC1(C(=O)NS(=O)(=O)c2cccc(F)c2)CCN1C(=O)CCc1ccc(Cl)cc1Cl (stereo not given)	-1	-10	.	-4	-1	14	2
24	CCc1ncn(CCc2ccccc2OC)c1C(C)C	-3	3	.	22	12	-30	8
25	Cc1ccc(S(=O)(=O)N2CCN(C(=O)COC(=O)c3ccc(Cl)nc3)CC2)c(C)c1	-4	-1	.	-1	-2	0	1
26	COc1ccc(-n2nc(C(=O)N(C)C3CCCCC3)c3ccccc3c2=O)c(OC)c1	1	13	3	8	.	-36	1
27	O=C(NNC(=O)c1ccccc1[N+](=O)[O-])Nc1ccccc1C(F)(F)F	-3	1	.	1	-2	21	-1
28	CCNC(=O)C[C@H]1CC[C@H]2[C@H](COc3ccc(NC(=O)Nc4cccc(F)c4)cc3C(=O)N2C)O1	1	-2	-3	2	-4	-4	-3
29	CC(=O)N1CCN(c2ccc(NC(=O)c3cccc(F)c3)cc2)CC1	0	.	.	-87	-92	-41	.
30	Cc1cc(C(=O)NP(=O)(N2CCOCC2)N2CCOCC2)c(C)n1-c1ccc(Br)cc1	3	0	2	5	6	-3	2

# Nothing new here: entries from further up.
item	smiles	CASP6 VEID inh	DENV2 CPE rescue	ARNT TACC3 PPI	PAX8 reporter	EWS-Fli inh	LGR2 antag	SIRT5 inh
16	CC1(c2ccc3c(c2)OCO3)NC(=O)N(CC(=O)Nc2ccccc2[N+](=O)[O-])C1=O (stereo not given)	-2	3	-3	14	13	-1	0
17	O=C(C[C@@H]1CC[C@@H]2NC[C@H](O)COC[C@H]2O1)Nc1ccccc1	-1	-4	6	-19	-1	-5	3
18	O=C(Nc1ccc2c(c1)OCCO2)c1cccc(Br)c1	4	14	14	-190	-76	-36	2

# New compounds follow
item	smiles	CASP6 VEID inh	DENV2 CPE rescue	ARNT TACC3 PPI	PAX8 reporter	EWS-Fli inh	LGR2 antag	SIRT5 inh
31	C/C(=N\NC(=O)COc1ccc([N+](=O)[O-])cc1)c1ccco1	0	-3	-3	-24	-5	-3	0
32	C#CCNc1cc(-c2ccccc2)nc2ncnn12	-3	?	-7	20	-25	.	-3
33	CCCS(=O)(=O)NC(=O)C1(C)CCN(C(=O)c2ccc(C(=O)OC)cc2)C1 (stereo not given)	.	-1	.	-1	-3	-12	-2
34	CC1CN(CCOCCSc2ccccc2)CC(C)O1 (stereo not given)	-2	6	-1	5	-6	.	-3
35	C[C@@H]1CN([C@H](C)CO)C(=O)CCCn2cc(nn2)CO[C@@H]1CN(C)S(=O)(=O)c1cccc(C#N)c1	4	10	.	0	-3	-6	-7
36	Nc1nncn1C(=O)c1ccccc1Cl	0	-9	7	.	-3	-15	-2
37	COc1c([N+](=O)[O-])c(=O)oc2ccccc12	-2	8	-4	32	-10	-1	.
38	COc1ccc2c(-c3ccccc3)cc(=S)[nH]c2c1	-2	0	-4	4	27	-14	-3
39	O=C(O)C1C2CCC(C2)C1C(=O)NCCc1cccc(Cl)c1 (stereo not given)	0	2	4	-7	6	21	-2
40	COc1ccc(-n2c(=O)[nH]cc(C(=O)Nc3ccc4c(c3)OCCO4)c2=O)cc1OC	4	0	0	10	1	7	-2
41	COc1ccc(-n2c(-c3ccc(Cl)cc3Cl)n[nH]c2=S)c(OC)c1	0	5	-2	1	6	3	-1
42	O=C(NC1CCCC1)N1CCCCN2[C@H](CO)[C@@H](c3ccc(/C=C/c4ccccc4)cc3)[C@@H]2C1	3	-25	4	9	11	11	1
43	C[C@H]1CN([C@@H](C)CO)C(=O)CCCn2nncc2CO[C@@H]1CN(C)Cc1ccncc1	-12&0	-7&4	-6	-16&1	-11&-8	-20	0&-1
44	COc1ccc(C(CNC(=O)c2ccc3c(c2)OCCO3)N(C)C)cc1 (stereo not given)	-6	9	16	5	-16	-4	-2
45	O=C(CN1CCOCC1)N[C@H]1CC[C@H](CCNC(=O)C2CCCC2)O[C@H]1CO	3	-4	3	-3	7	3	2
46	C[C@H]1CN([C@@H](C)CO)C(=O)c2cccc(NC(=O)Nc3ccc(C(F)(F)F)cc3)c2O[C@H]1CN(C)S(C)(=O)=O	1	9	4	-28	-34	3	-2
47	O=C(c1ccc2c(c1)OCO2)N1CC(=O)N2[C@@H](CO)[C@H](c3ccc(C#Cc4ccccc4)cc3)[C@@H]2C1	3	-5	.	.	7	21	0
48	Clc1ccc(Nc2nc(-c3cccnc3)cs2)cc1	1	.	-4	.	.	-71	-4
49	COc1cccc(CNC(=O)C[C@H]2CC[C@@H]3[C@H](COc4ccc(NC(C)=O)cc4C(=O)N3C)O2)c1	.	1	-9	-7	5	3	.
50	CC1(C(=O)NS(=O)(=O)c2ccc(Cl)s2)CCN1C(=O)Cc1ccc(-c2ccccc2)cc1 (stereo not given)	9	-2	.	-8	-2	16	3
51	COc1ccc(S(=O)(=O)N(C)C[C@H]2OCCCC[C@@H](C)Oc3ccc(N(C)C)cc3C(=O)N([C@@H](C)CO)C[C@H]2C)cc1	-3	-9	13	25	-1	4	2
52	CC(C)NC(=O)N1CC2(C1)[C@@H](c1ccccc1)[C@@H](CO)N2C(=O)C1CCCCC1	1	?	.	-35	-6	34	-3
53	CCOc1ccccc1C(=O)Nc1ccsc1C(=O)OC	.	.	-3	17	.	-15	.
54	O=S(=O)(NCC(c1ccc2c(c1)OCO2)N1CCOCC1)c1ccc(Cl)cc1 (stereo not given)	0	-3	-8	11	6	3	0
55	CNC(=O)NC(=O)CSc1nc(-c2cccs2)c(C#N)c(=O)[nH]1	.	?	-4	19	1	-19	.
56	CCCCNC(=O)C1c2ccccc2OCC(=O)N1Cc1ccc2c(c1)OCO2 (stereo not given)	-1	9	.	-9	-3	2	-7
57	O=S(=O)(Cc1ccccc1)NCC1CCCN(Cc2cccc3nonc23)C1 (stereo not given)	-1	11	3	-16	4	1	-1
58	COc1ccc(-c2cc(=O)c3c(O)cc(O)cc3o2)cc1	2	-7	-2	-420	-83	19	-2
59	COc1ccc(Cc2nnc(NC(=O)c3ccccc3)s2)cc1OC	3	1	-4	-16	-30	-22	-3
60	COc1cccc2c(=O)c3cccc(N)c3[nH]c12	22	-3	6	2	-25	.	1
61	O=C(Nc1ccc(Cl)cc1)N[C@H]1CC[C@@H](CCNS(=O)(=O)c2ccccc2F)O[C@@H]1CO	3	-2	5	23	-10	-2	11
62	C[C@H](CO)N1C[C@H](C)[C@@H](CN(C)Cc2cccc(C(F)(F)F)c2)OCc2cn(nn2)CCCC1=O	2	-4	-2	.	4	-10	-3
63	Cc1ccc(NC(=O)NCc2c(C)nn(C)c2C)cc1Cl	-1	-3	-23	-12	-90	-72	-8
64	CC(=O)Nc1ccc(NC(=O)COc2cc(O)c3c(c2)OC(C)(C)CC3=O)cc1	-1	-2	-2	.	-24	-25	.
65	O=C(OCc1nnc(-c2ccc([N+](=O)[O-])cc2)o1)C1CC(=O)N(CCc2ccccc2)C1 (stereo not given)	4	-4	6	0	-4	18	-3
66	O=[N+]([O-])c1cnc(Sc2ccncn2)c([N+](=O)[O-])c1	29	-1	.	-2	22	-14	2
67	Cc1c(NS(=O)(=O)c2cccc(C(=O)N3CCC(C)CC3)c2)c(=O)n(-c2ccccc2)n1C	-1	8	-2	10	3	-9	.
68	C[C@@H]1CN([C@@H](C)CO)S(=O)(=O)c2ccc(C#CC3CCCC3)cc2O[C@@H]1CN(C)C(=O)C1CC1	-1	-9	-3	.	18	7	8
69	CC(=O)NCc1cn2c(C)csc2n1	-1	5	0	6	1	-5	-6
70	N#CCCn1c(O)c(N=NC(=O)CNC(=O)c2cccs2)c2ccccc21	-4	-4	8	7	-4	6	1
71	COc1ccc(CN(C)C(=S)Nc2ccc(Cl)cc2Cl)cc1	-3	1	.	-2	6	-11	1
72	NC(=O)c1cc2ccccc2o/c1=N\NC(=O)c1ccc(F)cc1	1	3	15	14	-47	-5	-2
73	COc1ccc(Br)cc1/C=C(\C(=O)O)c1ccc(S(=O)(=O)N2CCCC2)s1	22	3	-2	10	4	2	3
74	CCOc1ccc(CCNC(=O)C(CCC(N)=O)NC(=O)OCc2ccccc2)cc1OCC (stereo not given)	-1	-3	4	14	5	-10	.
75	CCCNC(=O)c1ccc(COc2ccc(CCC)cc2OC)o1	19	-2	1	-34	-13	-2	-2
